Rtt109 HAT inh: inhibitors of Candida albicans Rtt109/Vps75 histone acetyltransferase. AID 540336. hit rate 0.16% among 330,000. purified Rtt109/Vps75, ThioGlo CoA-SH fluorescence, 4 h. inhibition, % at 34.9 µM. Q5AAJ8;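 active means inhibition of at least 50% in every replicate; inconclusive means best replicate reaches 50% inhibition but some replicates fall short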
Target sequence (Q5AAJ8 whole entry, looked up): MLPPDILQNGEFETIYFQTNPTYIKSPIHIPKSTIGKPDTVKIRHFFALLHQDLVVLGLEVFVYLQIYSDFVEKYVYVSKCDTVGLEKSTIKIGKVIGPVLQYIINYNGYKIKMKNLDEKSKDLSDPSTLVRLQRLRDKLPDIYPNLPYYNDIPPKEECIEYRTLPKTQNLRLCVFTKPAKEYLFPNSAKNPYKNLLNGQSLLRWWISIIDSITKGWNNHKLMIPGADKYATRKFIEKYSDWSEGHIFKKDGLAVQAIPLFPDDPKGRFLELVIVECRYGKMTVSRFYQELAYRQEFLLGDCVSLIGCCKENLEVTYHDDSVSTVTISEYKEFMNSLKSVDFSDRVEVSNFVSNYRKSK
SR-BI DiI-HDL act: enhances SR-BI lipid uptake from DiI-HDL; CHO ldlA[mSR-BI] cells, DiI-HDL uptake fluorescence, 3 h; 100 = double the neutral-control signal; activation, % at 12.5 µM; hit rate 0.096% among 320,000;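 active means mean replicate activation of at least 60% and every replicate at or above 60%; inconclusive means mean or all-replicate condition met, but not both; inactive means mean below 60% and not all replicates reaching 60%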;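 further: 0% = median plate neutral-control signal and 100% = twice that signal; values of inactives mirror those of a sister screen read the other way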
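System: LDL receptor-deficient CHO ldlA cells overexpressing murine SR-BI | Timing: 3 h uptake period with compound, 37 °C | Medium: HEPES-buffered (25 mM, pH 7.4) F12 plus 0.5% BSA | Dosing: Single-point compound dose | Signal: Bottom-read fluorescence, 550/595 nm | Read-out: Retained DiI signal reflecting DiI-HDL uptake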
Wnt bcat act: Wnt/beta-catenin pathway activation; Wnt/beta-catenin reporter cell assay, activator, plate reader; activation, % at 9.35 µM; hit rate 1.2% among 300,000; AID 743398; in the data active means activation above about 30%, passing the limit was not always enough; inconclusive means no clear call, values can overlap the other calls;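 further: 0% = neutral control wells and 100% = positive control wells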
SR-BI HDL uptake: inhibitors of mouse SR-BI mediated HDL lipid uptake; ldlA[mSR-BI] CHO cells, DiI-HDL uptake fluorescence, 3 h; inhibition, % at 12.5 µM; hit rate 0.96% among 320,000; AID 488896;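 active means mean replicate inhibition of at least 70% and a set share of replicates each scoring 70 or more; inconclusive means meets just one of the two criteria; inactive means fails both criteria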;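 further: 0% = median of neutral control wells and 100% = median of positive control wells; values of inactives mirror those of a sister screen read the other way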
cardiac RTF act: increases calcium sensitivity of human cardiac regulated thin filaments. AID 493008. activation, % at 7.2 µM. IANBD-labeled TnC RTF fluorescence at EC20 calcium; 0% EC20 calcium, 100% full calcium. hit rate 0.24% among 340,000. P19429+P45379;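 active means activation above the mean over all tested compounds plus 3 SD, cut at about 30% in these data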;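 further: rise in fluorescence read as greater calcium sensitivity of cardiac thin filaments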
HTR5A ag: HTR5A agonism, opioid heterodimer counter-screen | AID 504692 | activation, % at 9.3 µM | HTR5A agonist assay, luminescence, cell-based | P47898 | hit rate 0.61% among 340,000; in the data active means activation mostly above about 9.5%, no sharp cut-off; inactive means mostly below about 7.6%;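 further: 0% = cells with vehicle only and 100% = reference agonist; strong numbers were not always called active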
PvdQ acylase: P. aeruginosa PvdQ acylase inhibition; purified PvdQ acylase, fluorescence plate reader; inhibition, % at 10 µM; hit rate 0.063% among 340,000; in the data active means inhibition above about 30%, passing the limit was not always enough; inconclusive means no clear call, values can overlap the other calls;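 further: 0% = vehicle neutral wells and 100% = reference inhibitor wells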
dFosB act: mouse delta FosB homodimer activation. P13346. purified delta FosB, TAMRA-CDK5 oligo fluorescence polarization; percent of positive-control signal above neutral wells. activation, % at 25 µM. hit rate 0.99% among 340,000. AID 493131;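 active means mean activation above about 17%, with every replicate also reaching it, limit read from the data, passing the limit was not always enough; inconclusive means only one of the two conditions met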;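 further: fluorescence polarization rise as delta FosB binds a TAMRA Cdk5 AP-1 oligo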
MITF act: increases MITF-driven TRPM1 promoter luciferase signal; SK-MEL-5 TRPM1-promoter luciferase, 24 h; % of positive control, neutral wells = 0; activation, % at 12.5 µM; hit rate 0.75% among 300,000; AID 588334;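 active means mean activation of at least 80% with every replicate also reaching 80%; inconclusive means mean reaches 80% but some replicate falls short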;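 further: 0% = neutral control wells and 100% = parthenolide positive control wells; values of inactives mirror those of a sister screen read the other way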
CDK5 inh: CDK5/p35 (human) kinase inhibition; inhibition, % at 10 µM; hit rate 0.01% among 330,000; Q00535+Q15078; AID 488839; Recombinant CDK5/p35, ADP-Glo luminescence, 60 min;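 active means highest replicate inhibition of at least 50% and at least 75% of replicates reaching 50%; inconclusive means only one of the two criteria met; inactive means both criteria failed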;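 further: plate controls were DMSO neutral control for no effect and GW8510 at 10 µM for full effect; many of its hits are not listed in these tables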
Target sequence (Q00535 whole entry, looked up): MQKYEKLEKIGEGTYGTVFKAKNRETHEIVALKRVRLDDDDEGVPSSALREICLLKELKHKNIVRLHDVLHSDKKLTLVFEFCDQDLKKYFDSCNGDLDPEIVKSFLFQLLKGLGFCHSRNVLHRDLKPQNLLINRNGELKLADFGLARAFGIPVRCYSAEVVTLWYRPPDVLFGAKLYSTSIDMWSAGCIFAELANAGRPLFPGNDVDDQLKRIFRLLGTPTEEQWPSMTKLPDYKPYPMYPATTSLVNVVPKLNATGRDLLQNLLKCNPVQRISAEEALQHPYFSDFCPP
Target sequence (Q15078 whole entry, looked up): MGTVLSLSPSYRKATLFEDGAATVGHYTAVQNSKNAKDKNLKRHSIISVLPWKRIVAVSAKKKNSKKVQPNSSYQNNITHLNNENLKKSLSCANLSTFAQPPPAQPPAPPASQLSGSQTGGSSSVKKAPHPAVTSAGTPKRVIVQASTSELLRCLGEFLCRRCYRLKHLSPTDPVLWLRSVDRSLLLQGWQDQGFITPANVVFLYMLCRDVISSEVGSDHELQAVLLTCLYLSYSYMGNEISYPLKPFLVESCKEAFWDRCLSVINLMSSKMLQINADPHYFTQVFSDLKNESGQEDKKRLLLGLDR
* marks the source's active call; other numbers are inactive results; ? = inconclusive; . = no result given.

SMILES	Rtt109 HAT inh	SR-BI DiI-HDL act	Wnt bcat act	SR-BI HDL uptake	cardiac RTF act	HTR5A ag	PvdQ acylase	dFosB act	MITF act	CDK5 inh
COc1ccc(C(=O)COC(=O)CN2C(=O)C3CC=CCC3C2=O)c(OC)c1 (stereo not drawn)	-5	-42	3	42	0	1	-11	-10	0	0.0
Cc1ccn2c(CN(C)CCn3nc(C)cc3C)c(C(=O)N3CCCCCC3)nc2c1	11	-12	-2	12	-3	1	-9	-2	3	-0.3
O=C(NCCN1CCOCC1)/C(=C\c1ccccc1F)NC(=O)c1ccccc1	-8	5	0	-5	-1	2	-11	-4	3	1.3
COC(=O)c1ccc(NC(=S)NC2CCCCC2)cc1	4	-11	.	11	-1	1	-8	2	45	-1.2
COCc1cc(C)nc2sc(C(=O)Nc3cccc(OC)c3)c(N)c12	-4	-63	-2	63	-4	-5	-6	-3	.	0.8
COc1ccc(-c2nn(-c3ccccc3)cc2/C=N/NC(=O)c2cccc(S(=O)(=O)Nc3ccccc3Cl)c2)cc1	-11	-80	24	80*	5	0	-3	-15	33	-2.5
O=C(COC(=O)CCC1CCCC1)Nc1ccc(Cl)cn1	-4	13	.	-13	2	1	5	-7	0	-0.3
Cn1nc(C(=O)N2CCOCC2)c([N+](=O)[O-])c1C(=O)N1CCOCC1	1	23	2	-23	-5	-2	-9	1	-7	1.0
O=C(Nc1ncc([N+](=O)[O-])s1)c1ccccc1Br	12	-1	-3	1	-2	2	-4	-1	28	0.1
CCOC(=O)C1CCN(S(=O)(=O)c2ccc3c(c2)NC(=O)C(C)C(=O)N3)CC1 (stereo not drawn)	0	29	-2	-29	-2	-2	-7	-6	.	1.8
COC(=O)c1[nH]c(=O)c2ccccc2c1OCc1ccccc1	-15	200*	6	-200	7	1	-10	-15	.	-0.8
CCC(=O)Nc1ccc(-c2ccc(N3CCN(C)CC3)nn2)cc1	-4	-5	.	5	-2	1	5	4	10	-0.1
c1ccc(N2CCN(c3nc4cc5c(cc4s3)OCCO5)CC2)cc1	-6	-4	?	4	2	1	-13	-10	.	0.0
N/C(=N\OC(=O)CCN1C(=O)c2ccccc2C1=O)c1ccccn1	6	4	-1	-4	0	2	-7	-7	3	-2.2
CC(C)Cc1nnc(NC(=O)CCC(=O)N2CCN(Cc3ccccc3)CC2)s1	-2	16	-2	-16	-2	-3	-7	-10	0	1.3
COc1ccc(OC)c(-c2cc(C(=O)NCCN3CCOCC3)no2)c1	-4	-39	-1	39	0	0	-7	-3	-5	1.2
Cc1cccc(C)c1NC(=O)CN(C)C(=O)/C=C/c1cccs1	-2	-4	.	4	1	-3	-13	-7	-10	0.0
CCOc1ccccc1NC(=O)CSc1nnc(C2CC2)n1CC	1	.	-3	.	1	0	-5	0	.	-5.9
CC1CCCC(NC(=O)c2ccc3c(c2)N(Cc2ccccc2)C(=O)CS3=O)C1C (stereo not drawn)	4	7	-3	-7	8	2	-8	-23	.	1.1
Cc1cc(C(=O)N2CCCC(CNS(=O)(=O)c3cccs3)C2)nn1C (stereo not drawn)	2	-11	-2	11	2	-1	1	0	-4	0.9
O=C(COc1ccc2c(-c3ccccc3)cc(=O)oc2c1)Nc1ccc(CN2CCOCC2)cc1	-3	-22	0	22	3	-4	3	27*	5	0.4
C=CCN(c1ccc(C(=O)Nc2ccc3c(c2)OCO3)cc1)S(C)(=O)=O	19	-59	8	59	2	2	-3	-1	2	0.1
O=C(Cn1ncc2c1-c1ccccc1OC2)Nc1nc2ccccc2s1	-2	7	-2	-7	-4	6	-1	-4	.	-0.9
Cc1csc(NC(=O)CSc2nnc(-c3cccnc3)o2)n1	-3	26	-2	-26	-4	4	-3	-4	19	0.1
COc1ccc(NS(=O)(=O)c2cc(NC(=O)C3CC3)ccc2N2CCCCC2)cc1	7	-22	-1	22	0	-4	-4	-7	-11	-3.7
(further entries)
SMILES	Rtt109 HAT inh	SR-BI DiI-HDL act	Wnt bcat act	SR-BI HDL uptake	cardiac RTF act	HTR5A ag	PvdQ acylase	dFosB act	MITF act	CDK5 inh
Cc1ccccc1NS(=O)(=O)c1ccc(C(=O)N2CCCCCCC2)cc1	8	-28	-6	28	-9	1	-3	-9	-6	2.5
CC(=O)Nc1ccc(NC(=O)C(C)OC(=O)c2ccc3c(c2)OCCO3)cc1 (stereo not drawn)	2	-44	0	44	0	-1	3	5	7	-1.6
CCOC(=O)CCc1c(C)c2ccc(OCc3cc([N+](=O)[O-])ccc3OC)cc2oc1=O	7	6	.	-6	-1	5	-14	-5	-9	-1.6
CCn1c(C)c(C(C)=O)c(N2CCN(C(c3ccccc3)c3ccccc3)CC2)nc1=S	.	-16	-7	16	5	-3	-11	-2	-18	1.0
CC(=O)NN1C(=O)/C(=C2/Sc3ccc(Cl)cc3N2C)SC1=S	-4	1	13	-1	1	2	1	-7	35	-1.8
CC(=O)c1cc(F)c(N2CCCCCC2)cc1C	-19	-11	5	11	2	2	-15	2	18	1.3
Cc1onc(-c2c(Cl)cccc2Cl)c1C(=O)N1C(C)CCCC1C (stereo not drawn)	2	10	3	-10	7	-2	1	-11	1	0.3
N#C/C(=C(/O)c1ccc(-c2cccc([N+](=O)[O-])c2)o1)c1nc2ccccc2s1	-5	0	-2	0	1	1	11	-2	-15	0.1
Cn1c(SCc2ccc(Cl)cc2)nnc1-c1ccc2nonc2c1	0	-7	-3	7	4	2	1	-6	18	-0.7
O=C(COc1ccc(C(=S)N2CCOCC2)cc1)N1CCCC1	18	27	-6	-27	9	3	-15	1	.	1.0
O=Cc1cccnc1SCc1ccccc1	10	13	1	-13	3	13	3	1	-6	0.2
N#CNC(=Nc1cccc(Cl)c1)Oc1ccccc1	-11	13	-1	-13	-6	3	9	-3	-6	-1.7
OC1CCN(c2c3c(nc4cc(-c5ccc(Cl)cc5)nn24)CCC3)CC1	9	-66	.	66	2	1	-10	1	.	-0.3
COc1ccc(C(=O)NNC(=O)C(Cc2ccc(O)cc2)NC(=O)c2ccccc2NC(=O)c2ccc(OC)cc2)cc1 (stereo not drawn)	-7	-13	12	13	-4	-4	-2	60*	2	-0.9
Cn1c(N)c(C(=O)COC(=O)CC2CC3CCC2C3)c(=O)n(C)c1=O (stereo not drawn)	-9	12	-1	-12	-3	4	18	1	8	0.5
CCOc1ccc(S(=O)(=O)NCCC(=O)NCC(c2ccc(F)cc2)N2CCOCC2)cc1 (stereo not drawn)	6	6	-2	-6	-2	-12	-14	-9	-1	-2.6
COc1ccc(CCC(=O)NC2CCCN(Cc3ccc(Cl)cc3)C2)cc1OC (stereo not drawn)	-18	3	0	-3	10	1	-3	-8	.	-6.2
CCOc1ccccc1NC(=O)C1CCN(S(=O)(=O)c2cccc3cccnc23)CC1	3	-27	-5	27	3	-1	-2	3	-11	2.2
Cc1cccc(OCCC(=O)Nc2ccc(F)c(F)c2)c1	0	1	-1	-1	-3	4	11	-5	9	0.3
O=C(NC1CC1)c1cccc(NC(=O)C2CCCCC2)c1	-7	1	-2	-1	1	1	-6	1	-2	-1.1
Nc1c(-c2ccc(Cl)cc2)nnn1-c1ccccc1	-2	-7	67*	7	4	-1	-8	-4	.	0.0
Clc1cccc(N2CCN(CCNc3nc4ccccc4n4cnnc34)CC2)c1	-5	-9	.	9	6	2	-18	-14	13	0.2
CCCOc1ccc(N/C=C/C(=O)c2cc(OC)c(OC)c(OC)c2)cc1	-2	-43	0	43	-2	0	-15	-11	11	-0.4
COc1ccc(CCNC(=O)CC(c2ccccc2)c2cccc(C)c2O)cc1OC (stereo not drawn)	30	-26	-7	41	2	-4	-17	-7	-8	0.4
COc1ccc(CC(=O)NNC(=S)Nc2ccccc2)cc1Br	7	-15	.	15	-7	-5	-1	4	14	-0.3
Following part.
SMILES	Rtt109 HAT inh	SR-BI DiI-HDL act	Wnt bcat act	SR-BI HDL uptake	cardiac RTF act	HTR5A ag	PvdQ acylase	dFosB act	MITF act	CDK5 inh
CN(CC(=O)Nc1ccccc1Br)C(=O)CCSc1ccc(F)cc1	-4	-44	0	44	5	7	-8	-9	-1	-1.2
O=C(Nn1cnnc1)c1ccccc1Cl	-6	2	-3	-2	-5	1	-14	2	8	0.3
O=C(c1cc(F)c(F)cc1Cl)N1CCN(c2ncccn2)CC1	11	5	0	-5	0	3	1	1	-11	-0.2
CN1C(=O)/C(=C2\SC(N3CCCCCC3)=NC2=O)c2ccccc21	-22	-21	.	21	4	0	2	-19	.	-2.2
O=C(NC1CS(=O)(=O)CC1NCc1ccco1)c1ccccc1 (stereo not drawn)	-4	36	.	-36	6	3	-6	0	3	0.4
CCn1c(C)nc2cc(C(=O)NNC(=O)CCC3CCCC3)ccc21	4	4	-2	-4	0	-2	-13	1	4	-2.9
COc1ccc(-n2nc(C(=O)N(C)C3CCCCC3)c3ccccc3c2=O)c(OC)c1	5	-10	1	10	0	5	-9	-11	-6	3.2
Cc1ccc(C2(C)NC(=O)N(CC(=O)Nc3cc(S(=O)(=O)N(C)C)ccc3C)C2=O)cc1 (stereo not drawn)	12	0	-1	0	-3	7	6	-3	-4	-0.1
O=C(NCC1CCCN(Cc2nccs2)C1)c1cccc2ccccc12 (stereo not drawn)	-7	7	10	-7	2	0	-11	-17	-3	1.3
CCOc1ccc(N(C)Cc2cc(=O)oc3ccc(OC)cc23)cc1	0	-21	-2	21	3	4	-6	4	5	0.9
COc1ccc(C(=O)Nc2ncc3c(n2)CC(C)CC3=O)cc1 (stereo not drawn)	26	-11	6	19	-4	2	4	-10	0	1.0
CCOc1ccc(CCNC(=O)COC(=O)C2=NNC(=O)CC2)cc1OCC	23	13	4	-13	-17	-8	8	2	0	0.5
O=C(N/N=C/c1cccc(Oc2ccccc2)c1)c1ccc(O)cc1O	-5	11	3	-11	-2	5	-19	-31	-1	-0.7
CC(C)(C)OC(=O)N1CCC(c2c(C(=O)N3CCN(C(=O)c4ccco4)CC3)cnn2-c2ccc(F)cc2)CC1	9	25	-1	-25	-2	4	28	-5	1	1.3
CC(CCc1ccccc1)NC(=O)C1CCN(S(=O)(=O)N2CCOCC2)CC1 (stereo not drawn)	-5	11	.	-11	10	7	0	-6	1	-0.8
CCOC(=O)C1=C(C)N(C)C(C)=C(C(=O)OCC)C1c1ccccc1	-20	0	-10	0	-1	-6	11	1	-16	0.8
Cc1cc(SCC(=O)N/N=C/c2ccc(O)c(O)c2O)c(C)cc1Br	1	-27	.	27	0	1	-2	-5	-61	1.4
CCN(CC)S(=O)(=O)c1ccc(NC(=O)COC(=O)c2ccc(NC(=O)CC#N)cc2)cc1	-3	-49	-1	49	-1	-1	-4	7	-18	-0.4
CSc1nnc(-c2cc[n+](C)cc2)n1CCO	6	15	1	-15	8	-3	-2	6	1	-1.3

Look-ups from the results shown:
O=C(COc1ccc2c(-c3ccccc3)cc(=O)oc2c1)Nc1ccc(CN2CCOCC2)cc1 – Rtt109 HAT inh = -3
CC(CCc1ccccc1)NC(=O)C1CCN(S(=O)(=O)N2CCOCC2)CC1 (stereo not drawn) – CDK5 inh = -0.8

From PubChem
